Pf Dd2 growth: blocks in vitro growth of P. falciparum Dd2; P. falciparum Dd2 growth, SYBR Green, 72 h; Potency, µM (top dose mostly 28.9 µM), for inactives: top-dose activity, negative = inhibition, most hits filed as inhibitors; AID 1347417; actives 4.3% (n = 120,000); active = well fitted inhibition curve with a large enough effect; inconclusive = small, poorly fitted or top-dose-only effect; inactive = no such curve, though single readings can be large or run the other way;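 note: plate controls were DMSO vehicle for no effect and reference drug for full effect; nearly all actives have a fitted effect of over 65% in size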
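Infected erythrocytes (Dd2, 0.3% parasitemia, 2.5% hematocrit final) are added to compound in RPMI-1640/Albumax II medium, grown 72 h at 37C in low oxygen, then lysed with saponin/Triton-X containing SYBR Green and read by fluorescence.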
Active calls of the source: *; i = inactive; u = inconclusive; [ ] = another dose, or the depositor's remark. Potency is the fitted concentration of half-maximal effect.

SMILES | Pf Dd2 growth
COc1cc(C2CC(=O)c3c([nH]c(C(=O)OC4CCCC4)c3C)C2)cc(OC)c1OC (stereo unspecified) | 5.62µM*
CCc1ccc(NC(=O)Cn2c(=O)n(Cc3ccccc3)c(=O)c3oc4ccccc4c32)cc1 | u
COc1ccc(-c2nc(CCNC(=O)c3cccs3)cs2)cc1 | -18.3%
Cc1cccc(C(=O)N2CCCCCC2c2nc(C)no2)c1 (stereo unspecified) | -17.4%
Cc1ccc(C)c(N2CCN(CCCNC(=O)c3ccc4nc(C(C)C)oc4c3)CC2)c1 | u
Cc1cccc(-n2nc(C)c(CCC(=O)N(C)C(C)C)c2Oc2ccccc2C)c1 | u
O=C(C1CN(S(=O)(=O)c2cccnc2)CC12CCCCC2)N1CCc2ccccc2C1 (stereo unspecified) | u
Cc1cc(SCC(=O)NCc2ccccc2)nc(=O)[nH]1 | 22.2%
CCCC(=O)N(c1ccc2oc(C)c(C(C)=O)c2c1)S(=O)(=O)c1ccc(C)cc1 | 10.9%
CN1[C@@H](CCC(=O)NCc2cccnc2)CNC(=O)[C@@H]2[C@H]1CCN2Cc1ccccc1 | i
COc1cccc(F)c1-c1ccc2c(n1)c(=O)ncn2Cc1ccccc1 | i
CN(C)C(C(=O)N1CCC(F)(F)CC1)c1ccccc1F (stereo unspecified) | u
COc1ccccc1CNC(=O)[C@H]1CN2CC[C@H]1C[C@@H]2Cn1cc(C2(O)CCCC2)nn1 | 22.7%
Cc1nn(-c2ccc(C(C)C)cc2)c(C)c1[C@@H]1C=C[C@@H](NCc2ccccc2)C1 | u
Cc1cc2cc(-c3c(C)noc3C)nc(Nc3ccc(Cl)cc3)c2o1 | -9.1%[44.1 µM]
Cc1cc(F)ccc1NC(=O)C1CCN(S(=O)(=O)c2ccc3c(c2)CCCC(=O)N3)CC1 | 55.6%[activator]
COc1ccc([C@@H](NC(=O)CN2CCc3ccccc3C2)C2CC(O)C2)cn1 (stereo partly specified) | i
O=C(NCc1ccccc1C(F)(F)F)c1cc2n(n1)CC(c1ccc3c(c1)OCO3)OC2 (stereo unspecified) | i
COc1ccccc1N1CCN(C(=O)CSc2nc(C)cc(=O)[nH]2)CC1 | 54.3%[activator]
CCN1c2cc(C(=O)Nc3ccc(N(C)C)cc3)ccc2C(=O)N2CCCCC21 (stereo unspecified) | i
Cc1cc(C)cc(NC(=O)C(=O)NCCCN2CCOCC2)c1 | -2.6%
O=C(COc1ccc(Cl)cc1)Nc1ccccc1OCc1cc(=O)n2ccccc2n1 | 44.4%[activator]
O=C(CCSCc1ccccc1F)N1CCN(c2ccc(F)cc2)CC1 | i
COc1ccc(C(=O)N2CCc3nc(C4CC4)nc(-c4ccc(Cl)cc4)c3CC2)cc1 | 10µM*
Cc1noc(C)c1S(=O)(=O)N1[C@H]2CC[C@@H]1c1cnc(-c3ccc(F)cc3)nc1C2 | -26.5%
Cc1ccc(NC(=O)NCc2ccc3c(c2)CCN3C(=O)c2ccccc2)c(Cl)c1 | 15.5%
CO[C@H]1C(=O)N(C(C)C)[C@H]1C1CCN(C(=O)c2cccnc2C)CC1 | 0.2%
COC(=O)N1CCc2nc(C(C)C)nc(-c3ccc(OC)cc3)c2CC1 | u
Cc1nc(C(=O)N2CCC(c3nnc(CN4CCCC4)n3C)CC2)cs1 | 18.4%
COc1cccc(C(=O)N2CCC3(CC2)N=C(c2ccc(C)cc2)NO3)c1 | i
O=C1CC2(CCN(C(=O)c3ccccn3)CC2)Oc2ccccc2N1 | 6.3%
CC(=O)Nc1nonc1-c1nnc(SCC(=O)Nc2ccc(C)cc2)n1-c1ccccc1 | -5.3%
COc1ccc(C2=NN(CC(=O)NCCc3ccc(OC)c(OC)c3)C(=O)CC2)cc1 | 4.1%
Cc1cc(C(=O)N[C@H]2CCOC[C@H]2C2CCOCC2)cc(C)n1 | -12.5%
O=C(NCc1ccncc1)c1cn(C2CN(C(=O)Nc3ccc4c(c3)OCCO4)C2)nn1 | -11.0%
CC(=O)NC[C@@H]1C=C(C)[C@H](Cc2nc3ccc(F)cc3[nH]2)C[C@H]1C(C)C | u
Cc1cnc(C(=O)N2CCCCCCNC(=O)[C@@H]3C[C@@H](c4nc(-c5cccnc5)no4)C[C@@H]32)cn1 | u
O=C(Nc1ccc(Oc2ccccc2)cc1)O[C@@H]1CO[C@H]2[C@@H]1OC[C@@H]2NC(=S)Nc1ccccc1 | 6.6%
O=C(C[C@H]1NC(=O)c2ccccc2NC1=O)NCCCc1nc2ccccc2[nH]1 | -6.7%
CCCN(C(=O)c1coc(=O)c2ccccc12)c1ccccc1C | -1.7%
FC(F)(F)c1ccc2c(c1)nc1n2[C@@H](CNC2CCOCC2)COC1 | i
CCOC(=O)c1c(C)oc2ncnc(Nc3ccc(OC)c(OC)c3)c12 | i
O=C1Nc2cnccc2C2(CCN(C(=O)c3ccccc3F)C2)O1 (stereo unspecified) | -14.5%[44.1 µM]
CCc1cccc(NC(=O)c2cc3c(=O)oc4ccc(C)cc4c3s2)c1 | 68.2%[activator]
COCCCNC(=O)C1Cn2cccc2C(=O)N1Cc1ccccc1 (stereo unspecified) | 21.3%
COC(=O)C1=C(C)NC(=O)NC1c1ccccc1 (stereo unspecified) | 6.4%
Cc1nc(-c2ccc(C)c(N3CCN(C(=O)Nc4cccc(Cl)c4C)CC3)c2)no1 | i
O=C(NCCCN1CCCCC1)c1cn2ccnc(-c3ccccc3)c2n1 | i
O=C(c1ccc2nc(-c3ccc(F)cc3)cn2c1)N1C[C@@H]2CCCN[C@@H]2C1 | u
Cc1noc(C)c1[S+](=O)([O-])N1CCC2(Cc3ccccc3NC2=O)C1 (stereo unspecified) | 3.6%
CN(C)C[C@@H]1CN(S(C)(=O)=O)C[C@H]1NC(=O)c1cccc(C#N)c1 | 0.9%
O=C(N1CCOCC1)N1CCC(c2nnc3n2CCNC3)CC1 | 32.3%[activator]
O=C(NCc1ccc(N2CCOCC2)cc1)c1cccc2c1CCN2C(=O)c1ccccc1 | u
CS(=O)(=O)N1CC2(CCCN(C3COC3)C2)Cc2ccccc21 (stereo unspecified) | 13.8%
COc1ccc(NC(=O)N2CCC(c3noc(-c4cccnc4)n3)C2)cc1 (stereo unspecified) | i[5.79 µM]
COC(=O)c1ccccc1NC(=O)Cn1c(=O)n(-c2ccc(Cl)cc2)c(=O)c2c(C)c(C)sc21 | i
O=C(Cc1ccsc1)N1CCC2(CC1)N=C(c1ccc(Cl)cc1)NO2 | -8.2%
O=C(CSCc1ccccc1Cl)N1CCN(c2ccc(F)cc2)CC1 | 87.8%[activator]
CC(C)CCOc1ccc(C(=O)NCC2OCCc3ccccc32)cc1 (stereo unspecified) | -10.8%
O=C(c1nc2sccn2c1Br)N1CCC(N2CCCCC2)CC1 | -21.0%

3 entries from above, field by field.
canonical_smiles: FC(F)(F)c1ccc2c(c1)nc1n2[C@@H](CNC2CCOCC2)COC1
  Pf Dd2 growth = i

canonical_smiles: COC(=O)C1=C(C)NC(=O)NC1c1ccccc1 (stereo unspecified)
  Pf Dd2 growth = 6.4%

canonical_smiles: CCCN(C(=O)c1coc(=O)c2ccccc12)c1ccccc1C
  Pf Dd2 growth = -1.7%

(further entries)
SMILES | Pf Dd2 growth
O=C(Nc1nc2c(s1)CCCC2)C1CC(=O)N(c2n[nH]c3ccccc23)C1 (stereo unspecified) | i
O=C(O)[C@H]1C[C@H](C(=O)NCc2ccccn2)CN(Cc2ccccc2)C1 | -6.2%
CCOC(=O)CSc1nc2ccc(NC(=O)c3ccc(Cl)cc3)cc2s1 | -6.3%
Cn1nccc1CN1CCn2c(nnc2-c2cccnc2)C1 | 8.1%[44.1 µM]
Cc1ccccc1NC(=O)CSc1nc2c(oc3ccccc32)c(=O)n1Cc1ccco1 | 7.5%
CC#CCn1cc2c3c(cccc31)[C@H](CC(C)C)N[C@H](C(=O)NCc1ccccc1)C2 | u
COc1ccc(-c2ccc3ncc(Nc4cccc(N[S+](C)(=O)[O-])c4)n3n2)cc1OC | u
COc1ccc(N(C(=O)c2cccc(C)c2)S(=O)(=O)c2ccc3c(c2)n(C)c(=O)n3C)cc1 | 143.3%[activator][5.79 µM]
C[C@@]1(O)CCN(Cc2cn[nH]c2-c2ccccc2)C[C@H]1N1CCCC1 | -13.6%[5.79 µM]
O=C(NCC1CCOCC1)C1CC(=O)N(c2n[nH]c3ccccc23)C1 (stereo unspecified) | 6.3%
CCc1nccn1CCNC(=O)C1CCN(C(=O)C2CCC2)CC1 | -2.2%
O=C(NCc1ccc(C(F)(F)F)cc1F)[C@H]1CCC[C@@H](O)C1 | u
O=C(Nc1cnc(-c2cccc(Cl)c2)nc1)c1ccc(F)cc1 | u
COc1cccc(CCC(=O)NCCC2CCN(C(=O)Nc3cccc(F)c3)CC2)c1 | u
N#Cc1ccccc1C(=O)N1CCOC(c2ccc(Cl)c(Cl)c2)C1 (stereo unspecified) | -18.4%
CC1CCC(Nc2ncncc2-c2nc(-c3ccccc3)no2)CC1 (stereo unspecified) | i
COc1ccc2c(c1)CN(C(=O)C1CC1)CC[C@H]1COC(=O)N21 | i
O=C(C1CCCC1)N1CCOc2ccc(CN3CCc4ccccc4C3)cc2C1 | u
Cc1cccc(CN2CCN(Cc3nc(-c4ccco4)oc3C)C(C)C2=O)c1 (stereo unspecified) | 12.6µM*
COc1ccc(OC)c(CCNC(=O)C(C)n2nc(C)c3c(C)n(-c4ccc(C)cc4)nc3c2=O)c1 (stereo unspecified) | u
CCn1c(CO)nnc1C1CC(NC(=O)Cn2cnc3ccccc3c2=O)C1 (stereo unspecified) | 0.1%
CCN1CC2(CCN(C(=O)CCn3nnnc3C)CC2)CC1=O | -0.2%
COCCn1c(=O)n([C@H]2CCCN(S(=O)(=O)c3cccc(OC)c3)C2)c2ncccc21 | u
CCOc1cc(C(=O)N2CC(=O)Nc3ccc(C)cc3C2c2ccccc2)cc(OCC)c1OCC (stereo unspecified) | -20.4%
O=C(O)CCn1ncc2cc(OC3CCN(C(=O)c4cc(F)ccc4Cl)CC3)ccc21 | -10.4%
COC(=O)c1ccccc1NC(=O)CN1C(=O)NC2(CCC(C)CC2)C1=O (stereo unspecified) | i
Cc1ccc(NS(=O)(=O)c2ccc3c(c2)NC(=O)CCS3)cc1C | 10µM*
CN(C)[C@@H]1CN(Cc2cccc(C#N)c2)CC[C@@H]1CNC(=O)C1CC1 | i
CCCCSc1ncnc2c1sc1nc(N3CCOCC3)c3c(c12)CCCC3 | 9.2%
Cc1nn(C)c2c1c(-c1ccccc1)cc(=O)n2CC(=O)NC(C)c1ccccc1 (stereo unspecified) | 11.5%
CCOC(=O)c1ccc(NC(=O)CC2Nc3cccc4cccc(c34)NC2=O)cc1 (stereo unspecified) | 10µM*
Cc1cc(C(F)(F)F)nn1CC(=O)N1CCCCCCN(C)C(=O)[C@@H]2CCC[C@@H]21 | -27.3%
CC(C)CCNC(=O)C1CC(=O)N(c2n[nH]c3ccccc23)C1 (stereo unspecified) | -3.9%
COc1ccc(CNC(=O)Cn2nc3n(c2=O)CCCCC3)cc1OC | -14.5%
CN1CCC(N2C[C@@H]3C[C@H]2C(=O)N(Cc2ccc(OC(F)(F)F)cc2)c2ccccc2O3)CC1 | 10µM*
CCOc1ccc(CN2C(=O)c3ccccc3Sc3ccc(C(=O)NCCc4ccccc4)cc32)cc1 | -18.4%
CCOc1ccc(CNC(=O)c2ccc(NC(=O)N3CCCCc4ccccc43)cc2)cc1OC | 53.0%[activator]
Cc1ccc(-c2cc(C(=O)Oc3ccccc3Cl)no2)cc1C | u
COc1ccc(C[C@H](NC(=O)C2=C[C@@H](NC(=O)c3cccnc3)[C@@H](O)[C@H](O)C2)C(N)=O)cc1 | -4.9%
O=C(NCc1cccs1)c1ccc2c(c1)N(Cc1cccc(F)c1)C(=O)c1ccccc1S2 | i
O=C(O)COc1ccc(-c2nccc3c2C(=O)N(Cc2cccc(C(F)(F)F)c2)CC(COc2ccccc2)O3)cc1 (stereo unspecified) | u
CCC(=O)N1Cc2ccccc2CC2(CCCN2Cc2ccc(OC)cc2)C1 (stereo unspecified) | -6.4%
CCC(=O)N1c2ccc(S(=O)(=O)N3CCN(c4ccccc4Cl)CC3)cc2CC1C (stereo unspecified) | 19.6%
Cc1cccc(N2CCN(c3nc4ccccc4c(=O)n3-c3ccc(Cl)cc3)CC2)c1C | i
COc1ccc(C2(C(=O)N3CCCN(C)c4ccccc43)CC2)cc1 | u
CCCCNS(=O)(=O)c1ccc2nc(NC(=O)c3cccnc3)sc2c1 | -8.7%
O=C(C1CCN(c2ncnc3c2nc2n3CCCCC2)CC1)N1CCN(c2ccc(Cl)cc2)CC1 | 42.4%[activator]
COc1cccc(Nc2ncc(-c3cccc(N(C)C)c3)c3c2OCC3)c1 | -8.1%[44.1 µM]
Cn1cc(S(=O)(=O)N2CCOCC2)cc1C(=O)Nc1cccc(C#N)c1 | -5.2%

Given as labelled records: entries from further up.
Cc1cc(F)ccc1NC(=O)C1CCN(S(=O)(=O)c2ccc3c(c2)CCCC(=O)N3)CC1
  Pf Dd2 growth = 55.6%[activator]

Cc1cccc(-n2nc(C)c(CCC(=O)N(C)C(C)C)c2Oc2ccccc2C)c1
  Pf Dd2 growth = u

COC(=O)C1=C(C)NC(=O)NC1c1ccccc1 (stereo unspecified)
  Pf Dd2 growth = 6.4%

Cc1cc(C(=O)N[C@H]2CCOC[C@H]2C2CCOCC2)cc(C)n1
  Pf Dd2 growth = -12.5%

Only part of the results is shown; count on the stated rates, not on these rows.
